Source: PubChem
FadD28 binding – inhibitors of FadD28 bisubstrate probe binding, primary screen, biochemical, fluorescence polarization, single point; hit rate 0.22% among 360,000; inhibition, % at 12.5 µM; in the data active = inhibition above about 8.5%, passing the limit was not always enough
GDH-TPI counter – GDH-TPI coupling enzyme inhibitors, primary screen, artefact control for M. tuberculosis FBA inhibitor project, biochemical, absorbance, full deck; GDH-TPI coupled enzyme counterscreen, NADH absorbance; inhibition, % at 4.8 µM; hit rate 1.2% among 360,000; in the data active = inhibition above about 30%;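 note: 0% = DMSO wells and 100% = wells lacking the enzyme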
Yp Topo-I inh – Yersinia pestis topoisomerase I inhibitors, primary screen, biochemical, cleavage product accumulation, plate reader, single point; AID 504884, 2011; Y. pestis Topo-I cleavage product accumulation; hit rate 0.064% among 360,000; activity, % at 10 µM; in the data active = activity above about 50%, passing the limit was not always enough; note: inactives centre near 2
TcdB GH inh – TcdB glycohydrolase inhibitors, primary screen, biochemical, single point, plate reader; Toxin B (Clostridioides difficile), P18177; TcdB glycohydrolase enzymatic assay; inhibition, % at 9.99 µM; hit rate 0.24% among 350,000; AID 652162, 2013; in the data active = inhibition above about 10%
Vc quorum ag – inducers of Vibrio cholerae quorum light production without autoinducers, primary screen, BH1578 luxS cqsA deficient, single point; V. cholerae BH1578 lux reporter, luminescence, 6 h; activation, % at 18.7 µM; hit rate 0.16% among 350,000; in the data active = activation mostly above about 9.7%, no sharp cut-off; note: not every result past the cut was called active; inactives centre near 0; reference of the scale not given here
PfHsp40 rescue – rescue of yeast from PfHsp40 toxicity, primary screen, S. cerevisiae, ATP luminescence; S. cerevisiae expressing PfHsp40, growth rescue; growth rescue, % at 12.5 µM; hit rate 0.68% among 340,000; AID 504582, 2011; in the data active = growth rescue above about 28%, passing the limit was not always enough;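 note: yeast W303a lacking pdr1 and pdr3 grown in galactose medium; growth measured after three days at 30 °C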
Mtb BioA inh – M. tuberculosis BioA enzyme inhibitors, primary screen, biochemical, plate reader, single point, HTS; 7,8-diaminopelargonic acid synthase BioA (Mycobacterium tuberculosis); purified M. tuberculosis BioA enzyme; inhibition, % at 9.99 µM; hit rate 0.096% among 360,000; in the data active = inhibition above about 40%
UGM FP inh – M. tuberculosis UGM enzyme inhibitors, primary screen, biochemical, fluorescence polarization, single point | hit rate 0.06% among 320,000 | AID 504406, 2011 | UDP-galactopyranose mutase (Mycobacterium tuberculosis (strain ATCC 25618 / H37Rv)), … | purified UGM, fluorescence polarization probe displacement | inhibition, % at 10 µM; in the data active = inhibition above about 10%, passing the limit was not always enough
Target sequence (P9WIQ1 whole entry, looked up): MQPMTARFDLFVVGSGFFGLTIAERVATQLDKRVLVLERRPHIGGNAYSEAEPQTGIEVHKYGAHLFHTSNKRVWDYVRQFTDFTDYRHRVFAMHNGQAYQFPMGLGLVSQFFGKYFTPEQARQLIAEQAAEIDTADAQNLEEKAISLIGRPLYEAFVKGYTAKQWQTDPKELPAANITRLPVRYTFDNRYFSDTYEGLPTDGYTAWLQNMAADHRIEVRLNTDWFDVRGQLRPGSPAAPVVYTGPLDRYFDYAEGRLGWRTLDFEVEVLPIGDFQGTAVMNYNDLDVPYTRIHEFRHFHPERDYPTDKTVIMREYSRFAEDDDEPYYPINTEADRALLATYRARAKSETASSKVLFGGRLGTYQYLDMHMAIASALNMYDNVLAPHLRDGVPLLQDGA
Mtb FBA inh – Mtb FBA enzyme inhibitors, primary screen, biochemical, fluorescence, strain H37Rv | AID 588726, 2011 | purified M. tuberculosis FBA, fluorescence read-out | inhibition, % at 1 µM | hit rate 2.3% among 360,000 | Fructose-bisphosphate aldolase (Mycobacterium tuberculosis (strain ATCC 25618 / H37Rv)), …; in the data active = inhibition above about 27%;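 note: 0% = vehicle and 100% = reference inhibitor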
Target sequence (P9WQA3 whole entry, looked up): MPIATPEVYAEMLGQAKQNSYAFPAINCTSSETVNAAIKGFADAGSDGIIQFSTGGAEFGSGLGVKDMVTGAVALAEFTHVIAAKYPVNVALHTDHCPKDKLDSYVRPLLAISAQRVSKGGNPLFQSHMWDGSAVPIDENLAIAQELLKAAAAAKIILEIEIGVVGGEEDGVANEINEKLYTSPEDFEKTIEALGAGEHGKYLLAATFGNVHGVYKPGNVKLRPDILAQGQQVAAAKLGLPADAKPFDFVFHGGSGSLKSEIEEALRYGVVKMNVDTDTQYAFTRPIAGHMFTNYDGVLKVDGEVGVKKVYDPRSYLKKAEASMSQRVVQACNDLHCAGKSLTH
* hit, by the source's call; i = inactive; . = not tested or not shown; + = active, no number. Compounds were not picked by outcome (roughly 4.6% active in at least one column).

SMILES | FadD28 binding | GDH-TPI counter | Yp Topo-I inh | TcdB GH inh | Vc quorum ag | PfHsp40 rescue | Mtb BioA inh | UGM FP inh | Mtb FBA inh
Cc1c(C(=O)O)oc2ccc(S(=O)(=O)N3CCCC3)cc12 | -2.2 | -12.6 | -4.8 | 4.3 | i | -0.4 | 0.7 | 1.4 | -2.6
CCOc1ccc2c(c1)C(=O)C(=O)N2CC1COc2ccccc2O1 (stereo unspecified) | -3.7 | -7.2 | -8.9 | 1.1 | i | -0.7 | 0.5 | -1.5 | -0.6
CCCCNCC(=O)Nc1sc(C)c(C)c1C(=O)OCC | -2.0 | 7.9 | 6.5 | . | i | -1.3 | 1.7 | 0.0 | 2.3
Cc1ccc(S(=O)(=O)N2CCN(C(=O)COC(=O)c3ccc(O)cc3)CC2)c(C)c1 | 0.1 | -4.9 | 22.5 | 2.9 | 5.6 | -1.0 | . | -1.3 | 2.4
CCCOc1ccc(C(=O)NNC(=O)CCNC(=O)c2ccco2)cc1OC | -2.2 | 7.9 | -2.3 | -6.1 | i | 1.1 | -1.4 | -0.6 | 4.5
Cc1ccc2[nH]c(=O)c(CN(CCCN(C)C)C(=O)Nc3ccc(Cl)cc3)cc2c1 | -6.0 | -1.5 | -13.6 | . | i | 12.2 | 2.1 | 2.8 | -0.1
Cn1nc(C(F)(F)F)c(CN2CC(C)(C)C2=O)c1N1CCOCC1 | -1.1 | -2.5 | 7.2 | 4.8 | -3.3 | -0.4 | -3.1 | -2.0 | 0.5
O=C1CC(=O)Nc2cc(S(=O)(=O)N3CCN(c4ccc([N+](=O)[O-])cc4)CC3)ccc2N1 | -1.0 | 0.8 | -4.1 | 1.5 | -0.2 | 0.0 | 10.9 | -2.9 | -7.9
Cc1ccc(S(=O)(=O)NCC(=O)N(CC(=O)NCC2CCCO2)Cc2ccccc2)cc1 (stereo unspecified) | -3.5 | -1.1 | -11.7 | . | i | 0.0 | 4.8 | -0.4 | -0.1
COc1ccc(-n2c(/C=C3\C(=O)N(C)c4ccccc43)nc3ccccc3c2=O)cc1 | 0.1 | 3.2 | 2.2 | -0.3 | -0.5 | 0.2 | . | 2.6 | -1.4
CCOC(=O)Nc1ccc([N+](=O)[O-])cc1OC | 0.5 | 13.8 | 7.7 | . | i | -1.5 | -3.9 | -5.1 | 0.1
c1ccc(CN2CCN(c3cnc4ccccc4n3)CC2)cc1 | 0.7 | 7.4 | 29.3 | -0.6 | 0.5 | 0.6 | . | 0.5 | 4.5
O=C(Nc1ccccn1)c1ccc(C(=O)c2ccccc2)cc1 | -0.3 | 7.6 | 10.9 | 3.0 | -1.1 | -0.5 | 2.1 | 0.3 | -2.3
CCC(=O)NCCNc1nc2cc(C)c(C)cc2cc1C#N | -2.2 | 4.4 | -3.5 | . | -3.7 | -1.4 | -1.0 | 0.8 | 53.0*
O=C(NCCc1ccc(Cl)cc1)C1CCN(S(=O)(=O)N2CCCCC2)CC1 | -1.1 | -6.5 | 2.5 | 0.8 | -0.2 | -0.7 | -1.6 | -0.4 | 3.9
Cc1ccc(NC(=O)c2cnccn2)cc1 | -1.1 | 9.9 | 18.3 | 1.6 | -0.6 | -0.4 | . | 0.6 | 1.7
C=C(C)CNC(=S)N1CCNC(=O)C1CC(=O)OC (stereo unspecified) | -1.4 | -3.0 | -5.9 | . | -0.3 | -0.8 | -1.6 | 0.5 | -6.0
O=C(Cc1ccc(Br)cc1)Nc1ccc(Cl)cc1 | -3.9 | -2.5 | -12.2 | 1.5 | 1.6 | 0.6 | . | -0.1 | 0.1
CCc1c(C)nc(SCC(=O)N2CCN(c3ccccc3OC)CC2)[nH]c1=O | -1.1 | -1.9 | 5.3 | -0.4 | 0.0 | 1.2 | . | 1.8 | 0.6
Cc1ccc(-n2c(=O)c(C#N)cc3c(=O)n4cccc(C)c4nc32)cc1 | -3.6 | -0.6 | 5.4 | . | i | 0.1 | -2.0 | -1.4 | 62.5*
COc1ccc(CC(=O)Nc2ccc3nc(C)sc3c2)cc1OC | 0.2 | -0.8 | -2.5 | 0.6 | -0.3 | -0.7 | . | -2.2 | 3.0
Cc1ccc(C(=O)NCCCNCCCNC(=O)c2ccc(C)nc2)cn1 | -0.7 | 0.0 | -10.1 | . | -5.0 | 0.0 | -3.0 | 0.3 | -3.4
Brc1ccc(OCCOCCN2CCOCC2)cc1 | -1.0 | 0.0 | -2.2 | 0.6 | i | -1.2 | 0.5 | -1.3 | 3.3
Cc1n[nH]c(=O)nc1NCc1ccc(Cl)cc1 | -0.8 | 12.4 | 1.7 | . | i | -0.2 | 0.6 | 0.0 | 3.8
Cc1[nH]n(-c2ccccc2)c(=O)c1N=Nc1cccc(Cl)c1 | -2.4 | 3.5 | -3.8 | 1.6 | i | -0.7 | -0.2 | -2.3 | 1.9
COc1ccccc1CN1C(=S)SC(C)(C)C1NO (stereo unspecified) | -11.6 | -1.6 | -1.3 | . | 1.2 | 0.8 | 0.1 | 2.2 | 3.1
Cc1ccccc1C(=O)c1c[nH]c(C(=O)NCCc2ccccn2)c1 | -1.1 | 17.1 | 5.3 | 0.1 | 0.2 | 0.0 | -1.2 | 3.1 | -1.8
Cc1cccc(N2CCN(C(=O)c3nn(C)c4c3CS(=O)(=O)c3ccccc3-4)CC2)c1C | 0.0 | -0.5 | 17.5 | 1.5 | i | 1.8 | -0.7 | 0.6 | -2.0
CCOc1cc(Br)c(C(C)NC(=O)c2cccnc2)cc1OCC (stereo unspecified) | -3.2 | 6.2 | -8.3 | 1.2 | i | . | 2.3 | 2.9 | 0.8
Cc1nc(SCc2nc3ccc(C(F)(F)F)cc3[nH]2)c2oc3ccccc3c2n1 | -9.9 | 0.9 | 11.5 | 2.6 | -0.6 | 3.8 | -1.7 | 0.6 | -1.5
Cc1ccc2nc(-c3ccc(-c4ccccn4)s3)cn2c1 | -3.9 | 20.5 | 9.9 | -0.1 | -0.7 | 3.7 | -2.3 | -0.1 | +
O=C(COC(=O)CN=C1NS(=O)(=O)c2ccccc21)Nc1ccccc1OC(F)F | 3.3 | 4.9 | -2.5 | -1.0 | 1.6 | 0.6 | . | 0.4 | 0.3
COc1cc(C(=O)NCc2ccco2)cc(OC)c1OC | -3.1 | -6.4 | -5.6 | . | -0.2 | -1.3 | . | -3.3 | 0.1
C/C(CCC(C)C)=N\NC(=O)COc1ccccc1-c1ccccc1 | -3.2 | -1.3 | 3.3 | -0.3 | -0.1 | -0.1 | 1.1 | . | 2.9
Cc1ccc(Cl)cc1N1CCN(C(=O)CNC(=O)c2ccc(Br)o2)CC1 | -2.4 | 9.9 | 26.2 | 1.8 | i | -0.9 | -1.0 | 2.2 | 19.6
CC(C)(C)OC(=O)C[C@H]1C/C=C\C[C@@H](CC(=O)NCCO)C(=O)NC[C@H](c2ccccc2)OC1=O | -2.4 | -2.1 | -3.2 | 2.7 | -0.5 | 0.1 | 0.0 | -0.7 | -3.2
C[C@H](NC(=O)c1ccc(Cl)cc1)C(=O)NCCc1ccc(S(N)(=O)=O)cc1 | 0.5 | -3.5 | 8.1 | 0.9 | -0.3 | 0.2 | . | -3.0 | 0.8
Cc1c(C(=O)O)cccc1-n1c(C)cc(/C=C(/C#N)C(=O)NCc2ccccc2)c1C | -1.7 | 12.6 | 2.2 | 0.0 | i | -1.7 | . | 2.9 | 0.2
CCOC(=O)N1CCC(NS(=O)(=O)c2ccc(C)c(Cl)c2)CC1 | -1.1 | -0.7 | 10.4 | 0.6 | -0.8 | -0.1 | 0.3 | -1.2 | 1.0
CCOC(=O)c1c(NC(=O)COc2ccc3ccc(=O)oc3c2)sc(C(=O)N(C)C)c1C | -3.0 | 1.4 | 2.9 | -1.3 | i | -0.6 | 1.1 | 2.7 | 5.8
CCOC(=O)Cn1nc(-c2ccc(F)cc2)oc1=O | 0.0 | -3.1 | -5.6 | . | i | -0.7 | . | -2.2 | 0.4
COc1ccc(OC)c(CN2CCCC(C(=O)c3sccc3C)C2)c1 (stereo unspecified) | -3.4 | 2.0 | 12.1 | 0.2 | i | 2.7 | . | -0.4 | -6.4
O=C(Nn1c(C2CCC2)nc2ccccc2c1=O)C1CCC1 | -1.6 | -7.5 | 0.9 | . | 0.1 | -0.9 | 1.0 | -2.9 | -2.2
CC1(C)Cc2c(cnn2-c2ccc(F)cc2)C(NC(=O)CN2CCCCC2=O)C1 (stereo unspecified) | -3.5 | 3.8 | -3.2 | 0.4 | -0.1 | -0.2 | 0.4 | 0.0 | 1.0
CCC(=O)N1CCc2cc(Br)cc(S(=O)(=O)C3(C(=O)OC)CC3)c21 | -2.6 | 3.0 | -2.5 | . | -5.0 | -1.1 | 0.8 | -1.8 | 0.3
O=C(CC(=O)Nc1ccc(Br)cc1)Nc1ccc(Br)cc1 | -0.9 | 2.6 | 3.2 | -0.5 | -0.6 | -0.6 | -3.1 | 3.2 | 2.2
CC(=O)N1CCc2cc(S(=O)(=O)CCC(=O)N3CCN(c4ccccn4)CC3)ccc21 | -2.1 | -4.5 | -1.0 | . | i | 0.7 | 2.2 | -0.1 | 2.1
CC(C(=O)Nc1ccccc1C(F)(F)F)N1CCN(C)CC1 (stereo unspecified) | -3.6 | -1.4 | 6.5 | 0.7 | -0.5 | -0.9 | -0.7 | 2.8 | 1.0
O=C(COC(=O)c1ccco1)NC(c1ccccc1)c1ccccc1 | -0.2 | 4.5 | 2.8 | -0.5 | -0.3 | -2.2 | . | -0.4 | 5.3
CNC(=O)c1cc2c(s1)-c1ccccc1CC2 | -5.9 | 16.6 | -8.6 | 1.6 | -0.6 | -0.5 | . | -2.4 | +
N/C(=N\OC(=O)c1ccc(F)cc1)c1cccc([N+](=O)[O-])c1 | -0.1 | -6.8 | -9.7 | 0.6 | -0.7 | 0.3 | -0.3 | 0.1 | 2.2
COCCCNC(=S)N(Cc1ccccc1)Cc1ccccc1 | 0.0 | 4.9 | 18.1 | . | i | -1.2 | -1.7 | 1.1 | -0.5
COc1ccc(Nc2nc(N)nc(COc3ccc(OC)cc3)n2)cc1 | -4.3 | -1.2 | -5.8 | . | i | -0.1 | 0.0 | -0.6 | 4.7
COc1ccc(CCC(=O)NNC(=O)c2ccc(OC)cc2)cc1 | -2.5 | 8.3 | -7.7 | 0.6 | -4.8 | 0.1 | -1.8 | 2.5 | -0.5
O=C(COC(=O)c1ccc[nH]c1=O)Nc1cc(S(=O)(=O)N2CCCCCC2)ccc1Cl | -0.5 | 0.0 | -0.3 | 1.7 | -5.6 | -0.3 | 1.5 | . | 0.8
Cc1ccc(NC(=S)N2CCC(NC(=O)c3ccc(F)cc3)CC2)cc1C | . | 0.8 | -0.7 | 1.1 | -0.1 | 0.1 | -3.2 | 0.8 | 1.8

Four entries from above, set out differently:
CCOC(=O)Cn1nc(-c2ccc(F)cc2)oc1=O
  FadD28 binding: 0.0	GDH-TPI counter: -3.1	Yp Topo-I inh: -5.6	TcdB GH inh: .	Vc quorum ag: i	PfHsp40 rescue: -0.7	Mtb BioA inh: .	UGM FP inh: -2.2	Mtb FBA inh: 0.4
COc1ccc(OC)c(CN2CCCC(C(=O)c3sccc3C)C2)c1 (stereo unspecified)
  FadD28 binding: -3.4	GDH-TPI counter: 2.0	Yp Topo-I inh: 12.1	TcdB GH inh: 0.2	Vc quorum ag: i	PfHsp40 rescue: 2.7	Mtb BioA inh: .	UGM FP inh: -0.4	Mtb FBA inh: -6.4
O=C(Nn1c(C2CCC2)nc2ccccc2c1=O)C1CCC1
  FadD28 binding: -1.6	GDH-TPI counter: -7.5	Yp Topo-I inh: 0.9	TcdB GH inh: .	Vc quorum ag: 0.1	PfHsp40 rescue: -0.9	Mtb BioA inh: 1.0	UGM FP inh: -2.9	Mtb FBA inh: -2.2
CC1(C)Cc2c(cnn2-c2ccc(F)cc2)C(NC(=O)CN2CCCCC2=O)C1 (stereo unspecified)
  FadD28 binding: -3.5	GDH-TPI counter: 3.8	Yp Topo-I inh: -3.2	TcdB GH inh: 0.4	Vc quorum ag: -0.1	PfHsp40 rescue: -0.2	Mtb BioA inh: 0.4	UGM FP inh: 0.0	Mtb FBA inh: 1.0
